# D2 ag: activates the human D2 dopamine receptor | P14416 | HEK293 T-REx D2 cells, calcium flux agonist mode | activation, % at 2 µM | hit rate 0.53% among 340,000;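 active means activation over 3 SD above normal in the single-dose calcium agonist read, cut at about 30% in these data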; further: 0% is about no effect
#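 Agonism is scored from calcium flux in a force-coupled, inducible HEK293 cell line expressing D2, read kinetically for 180 s after compound addition against dopamine controls.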
# TRHR agonist: TRH receptor (human) agonism. TRHR cells, calcium flux fluo-8, FDSS agonist mode. hit rate 0.18% among 360,000. AID 493084. P34981. activation, % at 2 µM; in the data active means activation above about 30%; further: 0% is about no effect
# Target sequence (P34981 whole entry, looked up): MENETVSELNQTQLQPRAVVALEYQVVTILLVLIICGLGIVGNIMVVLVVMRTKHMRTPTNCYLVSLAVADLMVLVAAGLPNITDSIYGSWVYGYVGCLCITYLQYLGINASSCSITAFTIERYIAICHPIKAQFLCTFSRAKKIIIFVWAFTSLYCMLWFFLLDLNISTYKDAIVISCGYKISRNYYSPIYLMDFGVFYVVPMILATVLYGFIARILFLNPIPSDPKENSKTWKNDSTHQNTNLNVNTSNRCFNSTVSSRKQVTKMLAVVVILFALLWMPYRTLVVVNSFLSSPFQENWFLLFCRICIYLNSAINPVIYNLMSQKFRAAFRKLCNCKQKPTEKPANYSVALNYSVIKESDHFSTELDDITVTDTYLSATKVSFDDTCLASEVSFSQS
#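 Agonist-mode FDSS calcium read (Ex 480/Em 530, 1 s cycles) in 1536-well TRHR cells with fluo-8 dye, after 10-cycle baseline and 23 nL compound addition; TRH at EC20 (10 nM final) added afterwards for the enhancer phase.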
# D2 antag: antagonizes the human D2 dopamine receptor; inhibition, % at 10 µM; P14416; HEK293 TREx D2 cells, calcium flux, dopamine EC80; AID 485344; hit rate 2% among 340,000; in the data active means inhibition above about 30%; further: 0% is about no effect
#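 HEK293 T-REx D2 cells, tet-induced, calcium dye no-wash. Cpd pintool add, 180 s kinetic, then EC80 DA, 180 s kinetic. Ca flux read.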
# USP1 inh: inhibitors of human USP1/UAF1 deubiquitinase; O94782; recombinant USP1/UAF1, Ub-Rhodamine cleavage fluorescence; Potency, µM (titrated, usually from 57.1 µM), for inactives: top-dose activity change, negative = inhibition, hits mostly inhibitors; hit rate 0.23% among 390,000; further: potency means the concentration at half of the fitted maximal effect; on the % scale 0 is the no-effect control and ±100 the full control effect; nearly all actives have a fitted effect of over 60% in size; inactives centre near -12
#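 High-throughput fluorogenic screen: 1nM USP1/UAF1 complex, Ub-Rho substrate 150nM final, 50mM HEPES pH 7.8 with 0.5mM EDTA, 0.1 mg/ml BSA, 1mM TCEP and 0.01% Tween-20.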
# Pin1 inhibitor: inhibitors of human Pin1. Q13526. Pin1 FP peptide displacement, HiFluor488, 10 min. Potency, µM (highest dose often 115 µM), without a hit: top-dose activity, negative = inhibition, most hits filed as inhibitors. hit rate 0.009% among 390,000; active means well fitted inhibition curve with a large enough effect in the polarisation, with a control signal flat, not every such curve was filed as active; inconclusive means small, poorly fitted or top-dose-only effect, or effect the other way, or a change in a side signal; inactive means no such curve, though single readings can be large or run the other way; the % refers to the polarisation; further: potency means the concentration at half of the fitted maximal effect; on the % scale 0 is the no-effect control and ±100 the full control effect
# Target sequence (Q13526 whole entry, looked up): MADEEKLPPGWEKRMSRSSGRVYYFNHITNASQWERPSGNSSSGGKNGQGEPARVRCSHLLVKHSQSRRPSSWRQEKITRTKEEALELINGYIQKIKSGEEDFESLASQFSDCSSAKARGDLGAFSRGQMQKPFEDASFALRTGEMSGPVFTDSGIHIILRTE
# TrxR1 substrate: is turned over as a substrate by rat TrxR1; hit rate 0.01% among 390,000; AID 588456; O89049; purified TrxR1 substrate turnover, NADPH consumption readout; Potency, µM (titrated, usually from 114 µM), for inactives: at the top dose activity change, negative = substrate turnover; further: potency means the concentration at half of the fitted maximal effect; on the % scale 0 is the no-effect control and ±100 the full control effect; nearly all actives have a fitted effect of over 50% in size
# Target sequence (O89049 whole entry, looked up): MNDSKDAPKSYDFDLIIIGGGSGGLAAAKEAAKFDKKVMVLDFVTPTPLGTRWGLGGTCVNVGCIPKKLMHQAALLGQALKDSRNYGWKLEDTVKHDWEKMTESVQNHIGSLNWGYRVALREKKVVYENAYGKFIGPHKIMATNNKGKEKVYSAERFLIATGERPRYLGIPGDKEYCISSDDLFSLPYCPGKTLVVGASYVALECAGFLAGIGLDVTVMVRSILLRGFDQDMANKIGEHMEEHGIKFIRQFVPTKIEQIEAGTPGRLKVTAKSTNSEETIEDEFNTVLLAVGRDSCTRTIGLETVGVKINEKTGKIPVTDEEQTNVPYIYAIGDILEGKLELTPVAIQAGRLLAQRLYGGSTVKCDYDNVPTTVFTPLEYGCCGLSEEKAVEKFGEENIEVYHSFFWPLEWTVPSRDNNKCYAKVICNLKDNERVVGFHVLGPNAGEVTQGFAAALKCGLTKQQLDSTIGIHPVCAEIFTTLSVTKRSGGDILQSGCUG
#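 Rat TrxR1, dispensed at 90 nM, was prereduced with 400 uM NADPH (final) for 5 min at ~22 deg C, then incubated with compound 15 min before 400 uM selenite. A first-read NADPH fluorescence drop versus no-compound background flagged substrates.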
# mIDH1 inhibitor: inhibitors of human mutant IDH1 R132H | O75874 | IDH1-R132H enzyme, NADPH consumption, diaphorase/resazurin fluorescence | Potency, µM (series often up to 76.6 µM), for inactives: top-dose activity change, negative = inhibition, usual class: inhibitors | hit rate 0.093% among 390,000; further: potency means the concentration at half of the fitted maximal effect; on the % scale 0 is the no-effect control and ±100 the full control effect; nearly all actives have a fitted effect of over 65% in size
#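 IDH1-R132H (0.5 ug/mL) preincubated 30 min with compound, then NADPH (0.016 mM) and alpha-KG (2 mM) added; 80 min at RT, pH 7.5. Remaining NADPH coupled via diaphorase/resazurin to fluorescence (540/590 nm); concentration-response curves normalized to no-enzyme control.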
# TRHR enhancer: allosterically enhances the human TRH receptor; enhancement, % at 2 µM; hit rate 0.66% among 360,000; TRHR cells, fluo-8 calcium fluorescence, EC20 TRH enhancement; AID 493056; in the data active means enhancement above about 30%; further: 0% is about no effect
#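 TRHR-expressing cells loaded with fluo-8 calcium dye were read kinetically (ex 480/em 530) during compound addition, then stimulated with an EC20 of TRH (10 nM final). Enhancement of the Gq-mediated intracellular calcium response was scored.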
# TrxR1 inh: blocks rat thioredoxin reductase 1; O89049; recombinant rTrxR1, NADPH fluorescence consumption, selenite substrate; Potency, µM (titrated, usually from 114 µM), for the others: at the highest dose activity change, negative = inhibition, actives largely listed as inhibitors; hit rate 1% among 390,000; AID 588453; further: potency means the concentration at half of the fitted maximal effect; on the % scale 0 is the no-effect control and ±100 the full control effect; nearly all actives have a fitted effect of over 65% in size
#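 Rat TrxR1 (90 nM in the dispensed reagent) was pre-reduced with 400 uM NADPH for 5 min at room temperature, then incubated with compound for 15 min. After 400 uM selenite was added, NADPH fluorescence (Ex 340/Em 450 nm) was followed for 8 min.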
# Numbers without * were called inactive; ? = inconclusive; nt = no result given; [ ] = remark or other dose. Unless noted, the call rests on the fitted dose curve; in most records, active means well fitted inhibition curve with a large enough effect; inconclusive means small, poorly fitted or top-dose-only effect; inactive means no such curve, though single readings can be large or run the other way. Only part of the results is shown. The share of hits here may be higher or lower than overall.
no.	canonical_smiles	Pin1 inhibitor	D2 antag	D2 ag	USP1 inh	mIDH1 inhibitor
1	CC(C)C(NC(=O)c1ccccc1)C(=O)NC1=NCCS1 (configuration not stated)	-6%	5	-0.4	-5%	5%
2	Cc1cc(N2C(=O)C(=O)/C(=C(/O)c3ccc(F)cc3)C2c2cccc(Br)c2)no1 (configuration not stated)	-10%	-21	-0.4	-19%	-8%
3	c1cncc(CSc2nnc(-c3cccnc3)n2Cc2ccco2)c1	nt	-20	-0.2	nt	nt
4	CC(C)Oc1ccc(C(=O)NC2(C(F)(F)F)N=C3SCCN3C2=O)cc1 (configuration not stated)	?	-1	-0.3	-6%	2%
5	Cc1nc(C/C(=N\Nc2ccccc2)c2ccc(O)cc2O)cs1	3%	-2	-0.3	-18%	6%
6	Cc1ccnc(SCc2cc(=O)c(OC(=O)c3ccccc3)co2)n1	-4%	4	-0.5	-13%	-2%
7	COc1ccc(S(=O)(=O)NCC(c2cccnc2)N2CCN(Cc3ccccc3)CC2)cc1C (configuration not stated)	2%	-7	11	-14%	5%
8	COc1ccc(S(=O)(=O)Nc2cc3c(cc2NCc2ccccc2)n(C)c(=O)n3C)cc1	-10%	nt	nt	-23%	34%
9	Cc1ccc(C(=O)N/C(=C\c2ccco2)C(=O)N2CCCCC2)cc1	21%	4	-0.1	-22%	5%
10	CS(=O)(=O)c1ccc(Cl)c(NC(=O)CCNC(=O)c2ccco2)c1	-4%	-2	-0.8	-15%	-9%

no.	TrxR1 substrate	TrxR1 inh	TRHR enhancer	TRHR agonist
1	5%	19%	-4	-0.1
2	-5%	-9%	-1	-0.3
3	nt	nt	-2	0.2
4	1%[0.457 µM]	18%	5	0.2
5	-8%	2%	-4	-0.1
6	1%	13%	-8	-0.7
7	5%	11%	-4	-0.3
8	84%[activator]	7%	19	-0.8
9	5%	-7%	2	0.2
10	8%	27%	6	0.3

# An excerpt of these results, with tabs.
no.	Molecule	Pin1 inhibitor	D2 antag	D2 ag	USP1 inh	mIDH1 inhibitor	TrxR1 substrate	TrxR1 inh	TRHR enhancer	TRHR agonist
7	COc1ccc(S(=O)(=O)NCC(c2cccnc2)N2CCN(Cc3ccccc3)CC2)cc1C (configuration not stated)	2%	-7	11	-14%	5%	5%	11%	-4	-0.3
1	CC(C)C(NC(=O)c1ccccc1)C(=O)NC1=NCCS1 (configuration not stated)	-6%	5	-0.4	-5%	5%	5%	19%	-4	-0.1
8	COc1ccc(S(=O)(=O)Nc2cc3c(cc2NCc2ccccc2)n(C)c(=O)n3C)cc1	-10%	nt	nt	-23%	34%	84%[activator]	7%	19	-0.8

# Going on with the list:
no.	canonical_smiles	Pin1 inhibitor	D2 antag	D2 ag	USP1 inh	mIDH1 inhibitor
11	CCOC(=O)Oc1ccc2c(=O)c(Oc3cccc(C)c3)coc2c1	2%	6	-0.5	-17%	4%
12	CCOc1ccc(S(=O)(=O)N2CCN(c3ccccc3)CC2)cc1C(N)=O	-4%	nt	-0.3	-5%	15%
13	CCc1ccc(-n2c(CCC(=O)O)ccc2-c2cccs2)cc1	14%	nt	2.0	-20%	9%
14	Cc1nc(=O)c(-c2ccccc2)c(C)n1CC1CCCO1 (configuration not stated)	3%	-4	0.6	-4%	-3%
15	Cc1ccccc1C(=O)NCCNC(=O)c1ccco1	0%	-7	0.7	3%	14%
16	C(=N\Nc1ccccn1)/c1ccc(N2CCOCC2)cc1	31%[activator]	17	1.3	-12%	5%
17	CC(C)Cn1cc(C(=O)N2CCN(c3ccccn3)CC2)c2c3ccccc3n(C)c2c1=O	-1%	4	2.2	-16%	1%
18	COc1ccccc1NC(=O)c1c(NCc2ccc(OC)c(OC)c2OC)sc2c1CCC2	21%	nt	0.8	-17%	0%
19	O=C(NCCc1ccccn1)c1cc(-c2ccccc2Cl)nc2ccccc12	0%	1	-0.8	-12%	3%
20	COc1ccc([N+](=O)[O-])cc1NC(=O)C(C)OC(=O)c1ccccc1C(=O)c1ccc(Cl)cc1 (configuration not stated)	1%	19	0.9	-12%	-1%

no.	TrxR1 substrate	TrxR1 inh	TRHR enhancer	TRHR agonist
11	4%	17%	8	-1.5
12	-1%	1%	-4	-1.4
13	8%	35µM*	-3	0.6
14	10%[57.1 µM]	0%[57.1 µM]	-3	1.0
15	0%	-4%	0	0.5
16	11%[57.1 µM]	23%[57.1 µM]	3	0.5
17	11%	4%	1	1.6
18	-7%[57.1 µM]	-1%[57.1 µM]	-1	0.1
19	11%[57.1 µM]	16%[57.1 µM]	-6	-1.4
20	12%[11.4 µM]	20%[11.4 µM]	-4	0.6

# Remaining list, next part:
no.	canonical_smiles	Pin1 inhibitor	D2 antag	D2 ag	USP1 inh	mIDH1 inhibitor
21	CCOC(=O)C1CCCN(C(=O)c2cccc3ccccc23)C1 (configuration not stated)	-9%	8	0.6	?	5%
22	Cc1cc(-c2ccccc2)nc2cc(C(N)=O)nn12	1%	5	-0.8	-23%	1%
23	C/C(NCc1cccnc1)=C(\C#N)C(=O)NCc1ccccc1	4%	-15	-2.0	-3%	-2%
24	COc1ccc(-c2coc3c(C)c4oc(=O)c(CCC(=O)O)c(C)c4cc23)cc1	?	4	0.2	?	?
25	COc1ccc(CC(=O)N(C)CC(=O)Nc2c(C)cccc2C)cc1S(=O)(=O)N1CCOCC1	-1%	-13	1.4	4%	4%
26	COc1cccc(C(=O)N2CCC(C(=O)NCc3ccco3)CC2)c1	-7%	-1	-0.3	0%	0%
27	CCOCCCn1c(SCC(=O)Nc2cccc(S(=O)(=O)NC3=NCCCCC3)c2)nc2ccccc2c1=O	-4%	-4	-1.5	-14%	-10%
28	CCNc1nc(Oc2ccc(=O)n(-c3ccccc3)n2)nc(N2CCOCC2)n1	0%	-4	-0.1	3%	3%
29	C[N+](C)(C)CCOC(=O)C1(c2ccccc2)CCCC1	-6%	9	-0.4	-19%	12%
30	CCOCC(=O)Nc1cccc(C(=O)OCC)c1	1%	9	-0.9	-8%	-2%

no.	TrxR1 substrate	TrxR1 inh	TRHR enhancer	TRHR agonist
21	21%	40%[activator]	-3	-0.4
22	-4%[57.1 µM]	13%[57.1 µM]	12	-0.5
23	-7%	-7%	2	-0.3
24	14%[57.1 µM]	1%[57.1 µM]	-3	-1.3
25	0%	13%	-5	-0.3
26	0%	-3%	-3	-0.3
27	-13%	-17%	2	-0.7
28	-3%	-1%	5	-0.2
29	6%[57.1 µM]	12%[57.1 µM]	2	1.6
30	11%[57.1 µM]	30%[57.1 µM]	3	-0.3

# More compounds.
no.	canonical_smiles	Pin1 inhibitor	D2 antag	D2 ag	USP1 inh	mIDH1 inhibitor
31	CC1(c2ccccc2)NC(=O)N(CC(=O)Nc2ccc(Cl)c(S(=O)(=O)N3CCCCC3)c2)C1=O (configuration not stated)	57%[activator]	-6	-1.4	-20%	8%
32	CCN1C(=O)[C@@H]2C(C(=O)c3cnccn3)=NN[C@@H]2C1=O	?	nt	nt	-10%	7%
33	CCOCCCNC(=O)C(NC(=O)Cc1cccs1)c1ccccc1 (configuration not stated)	-3%	4	1.6	-9%	1%
34	CN(CC(=O)NCc1ccccc1Cl)CC(=O)Nc1cccc(F)c1	-1%	4	0.3	-13%	-12%
35	Cc1cccc(C)c1C(=NCCCN(C)C)c1ccccc1	1%	6	0.7	-6%	0%
36	Cc1ccc2oc(C(=O)N3CCC(c4nc5ccccc5s4)CC3)c(C)c2c1	7%	nt	1.1	-19%	-3%
37	O=C(CO)N/N=C/c1c2ccccc2cc2ccccc12	3%	2	-0.2	-7%	10%
38	CCN(N=O)c1ccc(C=C2C=Cc3ccccc32)cc1	2%	nt	nt	-9%	9%
39	Cc1[nH]c(=O)[nH]c(=O)c1CSCC(=O)OCC(=O)c1ccc(Br)cc1	?	2	0.1	-3%	6%
40	Cc1cccc(C(CC(=O)NCc2ccco2)c2ccccc2)c1O (configuration not stated)	-6%	12	-1.0	-18%	-1%

no.	TrxR1 substrate	TrxR1 inh	TRHR enhancer	TRHR agonist
31	-2%	7%	4	2.0
32	-2%	14%	0	0.2
33	-7%	14%[57.1 µM]	2	0.2
34	-7%	20%	-4	-1.3
35	1%	13%	-2	0.9
36	-6%	22%	-6	0.8
37	-15%[57.1 µM]	21%[57.1 µM]	-2	0.3
38	8%[57.1 µM]	-4%[11.4 µM]	nt	nt
39	-4%[57.1 µM]	13%[57.1 µM]	-2	-0.3
40	0%	25%	-6	-0.3

# Following part.
no.	canonical_smiles	Pin1 inhibitor	D2 antag	D2 ag	USP1 inh	mIDH1 inhibitor
41	Cc1ccc(-n2c3c(cc(C(=O)NCC(=O)c4ccccc4)c2=O)C(=O)CCC3)cc1	-1%	nt	nt	-6%	0%
42	CC(=O)Nc1ccc(S(=O)(=O)NCCCN2CCN(Cc3ccccc3)CC2)cc1Cl	-14%	-5	3.9	-11%	5%
43	COc1cc(CNC(=O)c2cc3ccccc3oc2=O)cc(OC)c1OC	-3%	nt	nt	?	1%
44	O=C(NCCOCCNC(=O)OCc1ccccc1)OCc1ccccc1	0%	-1	-0.9	-16%	-4%
45	Cc1cc(SCC(=O)OC(C)C(=O)N(C)c2ccccc2)nc2ccccc12 (configuration not stated)	-2%	-17	-0.7	-6%	1%
46	CC(C)C(c1nnnn1C1CCCCC1)N1CCOCC1 (configuration not stated)	-4%	-3	-0.2	-12%	-2%
47	COc1cccc(OC)c1OCC(O)CN1CCN(c2ccc(F)cc2)CC1 (configuration not stated)	-11%	73*	56*	-18%	-8%
48	CCOC(=O)c1cc(C(=O)NC(C)c2ccccc2)c(=O)[nH]c1C (configuration not stated)	9%	3	-0.1	-20%	11%

no.	TrxR1 substrate	TrxR1 inh	TRHR enhancer	TRHR agonist
41	-11%	-14%	-4	-1.1
42	-16%[57.1 µM]	33%	-1	0.6
43	9%[11.4 µM]	12%[11.4 µM]	nt	nt
44	-1%[57.1 µM]	21%[57.1 µM]	11	-2.0
45	-8%	4%	1	-1.8
46	0%	10%	-8	0.2
47	-3%[57.1 µM]	-1%	1	-1.0
48	-3%	1%	1	-0.5

# Source: PubChem BioAssay (National Center for Advancing Translational Sciences (NCATS))
